# From PubChem BioAssay
# FLuc modulator = qHTS profiling assay for firefly luciferase inhibitor/activator using purifed enzyme and Km concentrations of substrates (counterscreen for miR-21 project). AID 588342, 2011. Potency, µM (top dose mostly 57.5 µM), inactives show top-dose activity change, negative = inhibition, hits mostly inhibitors. Luciferin 4-monooxygenase (Photinus pyralis), P08659. purified FLuc, Km substrates, luminescence inhibition. hit rate 6.9% among 360,000;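 further: potency means the concentration at half of the fitted maximal effect; plate controls were vehicle for no effect and reference inhibitor for full effect; nearly all actives have a fitted effect of over 55% in size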
# Target sequence (P08659 whole entry, looked up): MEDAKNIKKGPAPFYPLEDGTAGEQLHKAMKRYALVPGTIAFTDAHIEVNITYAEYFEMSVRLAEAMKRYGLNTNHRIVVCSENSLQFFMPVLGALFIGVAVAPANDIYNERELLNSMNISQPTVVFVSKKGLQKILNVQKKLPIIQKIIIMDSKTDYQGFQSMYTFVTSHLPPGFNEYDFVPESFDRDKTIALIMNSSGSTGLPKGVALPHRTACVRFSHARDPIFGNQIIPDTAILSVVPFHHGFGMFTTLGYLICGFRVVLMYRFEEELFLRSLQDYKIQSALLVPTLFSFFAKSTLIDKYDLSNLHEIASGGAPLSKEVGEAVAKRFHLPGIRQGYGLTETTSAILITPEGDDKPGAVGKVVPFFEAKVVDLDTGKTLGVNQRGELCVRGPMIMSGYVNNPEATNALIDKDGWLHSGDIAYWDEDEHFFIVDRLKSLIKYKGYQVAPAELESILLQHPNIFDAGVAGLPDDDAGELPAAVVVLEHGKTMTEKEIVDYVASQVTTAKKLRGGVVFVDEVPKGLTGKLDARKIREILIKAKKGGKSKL
#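 Purified P. pyralis luciferase, 10 nM final, with Km-level 10 uM D-luciferin and 10 uM ATP in 50 mM Tris acetate pH 7.5, 10 mM Mg acetate, 0.01% Tween-20, 0.05% BSA; 6-point qHTS titration about 60 µM downward; luminescence read.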
# Gal4-VP16 FLuc = VP16 counterscreen qHTS for inhibitors of ROR gamma transcriptional activity | Drosophila S2 Gal4-VP16 UAS-luciferase, luminescence, 20 h | Potency, µM (titrated, usually from 53.6 µM), for inactives: at the top dose activity, negative = inhibition, usual class: inhibitors | hit rate 3.5% among 310,000;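 further: Gal4-VP16 expression switched on by copper sulfate through the metallothionein promoter; potency means the concentration at half of the fitted maximal effect; on the % scale 0 is the no-effect control and ±100 the full control effect; nearly all actives have a fitted effect of over 50% in size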
# KCNH2 3.1 block = qHTS for Inhibitors of KCHN2 3.1: Mutant qHTS. Potassium voltage-gated channel subfamily H member 2, brain isoform KCNH2 3.1 (human). U2OS KCNH2 3.1, thallium flux FluxOr; stronger effect = lower value. activity change, % (tested at about 1.8 µM). hit rate 0.95% among 340,000. AID 720553, 2013;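 active means maximum activity change below -70%; inconclusive means maximum activity change from -70% to -50%; inactive means maximum activity change above -50%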;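 further: thallium influx rate constant from kinetic fluorescence after stimulation buffer; on the % scale 0 is the no-effect control and ±100 the full control effect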
#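 Measured as rate of thallium-driven FluxOr signal in transduced U2OS cells carrying the 3.1 channel, read kinetically for 2 min upon stimulation; values are rate constants scaled to DMSO control wells.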
# uPA generation = qHTS for Inhibitors of Cell Surface uPA Generation; AID 540303, 2011; cell surface uPA generation assay, qHTS; hit rate 0.31% among 330,000; Potency, µM (highest dose often 38.3 µM), for inactives: at the highest dose activity change, negative = inhibition, hits mostly inhibitors; active means well fitted inhibition curve with a large enough effect; inconclusive means small, poorly fitted or top-dose-only effect; inactive means no such curve, though single readings can be large or run the other way; tested in mouse RAW 264.7 cells; further: potency means the concentration at half of the fitted maximal effect; on the % scale 0 is the no-effect control and ±100 the full control effect; nearly all actives have a fitted effect of over 55% in size
# Giardia kill = Small Molecules that selectively kill Giardia lamblia: qHTS; Giardia lamblia trophozoite viability; hit rate 0.15% among 340,000; activity change, % at 7.66 µM, hits read low; in the data active means activity change below about -80%; inconclusive means between about -30% and that limit;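 further: parasites exposed to compound for two days anaerobically before the ATP read; on the % scale 0 is the no-effect control and ±100 the full control effect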
#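 Media and compound were dispensed first, then trophozoites at 100 cells/well; plates sat 48 hrs at 37 deg C without oxygen before ATP luminescence reagent was added and read after 15-30 min at room temperature.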
# NPC1 prom act = qHTS Assay for NPC1 Promoter Activators. Huh7 NPC1 promoter luciferase reporter, 24 h. Potency, µM (titrated, usually from 9.22 µM), for the others: top-dose activation, most hits filed as activators. hit rate 2.4% among 320,000. AID 485313, 2010;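 further: potency means the concentration at half of the fitted maximal effect; % of control where 0% means no effect; nearly all actives have a fitted effect of over 60% in size; reporter is driven by a mutant NPC1 promoter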
#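 Stably transfected Huh7 (NPC1 promoter→luciferase), 1500 cells/well in Opti-MEM + 10% FBS, 2 h settle, then compound 24 h at 37 °C. Luminescence after 10 min with Amplite reagent.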
# ELG1 genotoxic = qHTS screen for small molecules that induce genotoxicity in human embryonic kidney (HEK293T) cells expressing luciferase-tagged ELG1; HEK293T ELG1-luciferase reporter, luminescence, 16 h; Potency, µM (titrated, usually from 46 µM), inactives show top-dose activity change, positive = activation, most hits filed as activators; hit rate 1.3% among 330,000; AID 504466, 2011; further: potency means the concentration at half of the fitted maximal effect; % of control where 0% means no effect; nearly all actives have a fitted effect of over 60% in size
#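 Reporter readout depends on ELG1 protein level, which increases with genetic stress. After 16 hr compound exposure at 37 °C, luciferase activity was quantified using ONE-Glo.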
# FBPA coupling cs = qHTS Assay for Inhibitors of Fructose-1,6-bisphosphate Aldolase from Giardia Lamblia: Coupling assay counterscreen | coupling enzyme system counterscreen, AmpLite Red fluorescence | hit rate 0.67% among 290,000 | activity change, negative = inhibition, % at 58.2 µM, hits read low; in the data active means activity change below about -30%; further: on the % scale 0 is the no-effect control and ±100 the full control effect
#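 Coupling enzymes only (glyceraldehyde-3-phosphate) + compound, at 57.5 uM final, 10 min RT; add substrate/coupling/AmpLite Red mix, 20 min RT; fluorescence ex 525/em 598 nm. Actives flag coupling-system interference.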
# RORg inh = qHTS for inhibitors of ROR gamma transcriptional activity; hit rate 5.4% among 310,000; Potency, µM (highest dose often 53.6 µM), without a hit: at the highest dose activity change, negative = inhibition, most hits filed as inhibitors; Nuclear receptor ROR-gamma (Mus musculus), P51450; Drosophila S2 Gal4-RORgamma UAS-luciferase reporter, 20 h; further: potency means the concentration at half of the fitted maximal effect; on the % scale 0 is the no-effect control and ±100 the full control effect; nearly all actives have a fitted effect of over 60% in size
#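 Compounds are pin-transferred onto Drosophila Schneider cells expressing a copper-inducible Gal4–ROR gamma transactivation domain fusion. After 1 hr, copper sulfate is added to 700 uM final; luciferase is read 20 hr later.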
# Tb PFK block = qHTS Assay to Find Inhibitors of T. brucei phosphofructokinase | ATP-dependent 6-phosphofructokinase (Trypanosoma brucei brucei), O15648 | Potency, µM (titrated, usually from 57.5 µM), for the others: at the highest dose activity, negative = inhibition, hits mostly inhibitors | T. brucei PFK, ADP-Glo luminescence | hit rate 0.17% among 330,000;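 further: potency means the concentration at half of the fitted maximal effect; 0% = uninhibited 1x PFK enzyme wells and -100% = no-enzyme wells; nearly all actives have a fitted effect of over 60% in size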
# Target sequence (O15648 whole entry, looked up): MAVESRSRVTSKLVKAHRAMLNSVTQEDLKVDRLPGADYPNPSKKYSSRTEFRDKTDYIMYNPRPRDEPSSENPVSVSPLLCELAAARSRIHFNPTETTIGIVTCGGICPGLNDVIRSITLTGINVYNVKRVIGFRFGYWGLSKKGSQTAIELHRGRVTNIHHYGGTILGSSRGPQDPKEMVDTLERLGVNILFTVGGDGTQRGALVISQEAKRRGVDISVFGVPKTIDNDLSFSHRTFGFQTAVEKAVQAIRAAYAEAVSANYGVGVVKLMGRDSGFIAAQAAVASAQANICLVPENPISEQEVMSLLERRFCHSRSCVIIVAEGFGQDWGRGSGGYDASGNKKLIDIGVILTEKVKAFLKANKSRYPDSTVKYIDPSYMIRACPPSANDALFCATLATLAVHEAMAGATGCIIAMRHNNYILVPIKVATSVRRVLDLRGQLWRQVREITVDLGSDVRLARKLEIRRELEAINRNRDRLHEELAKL
#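 Activity is normalized to no-enzyme wells (full inhibition) and 1.25 nM enzyme wells (no inhibition). Reaction: 0.5 mM F6P, 0.1 mM ATP, 45 min RT, ADP-Glo luminescence; concentration-response curves fitted and classed by quality.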
# Rab9 promoter act = qHTS Assay for Rab9 Promoter Activators | AID 485297, 2010 | Huh7 Rab9 promoter-luciferase reporter, luminescence, 24 h | Potency, µM (titrated, usually from 9.22 µM), inactives show at the top dose activation, negative = inhibition, actives largely listed as activators | hit rate 2.8% among 320,000; further: potency means the concentration at half of the fitted maximal effect; % of control where 0% means no effect; nearly all actives have a fitted effect of over 60% in size
#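 Huh7 reporter line, Rab9 promoter upstream of luciferase. Compound exposure 24 h at 37 °C in reduced-serum medium with 10% FBS. Read-out: luminescence.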
# Active calls of the source: *; ? = inconclusive; / = no result given; [ ] = dose if it differs, or a comment. Unless noted, the call rests on the fitted dose curve; in most records, active means well fitted curve in the direction sought with a large enough effect; inconclusive means small, poorly fitted or top-dose-only effect, or another doubt; inactive means no such curve, though single readings can be large; an effect the other way counts as inactive or inconclusive.
SMILES,FLuc modulator,Gal4-VP16 FLuc,KCNH2 3.1 block,uPA generation,Giardia kill,NPC1 prom act,ELG1 genotoxic,FBPA coupling cs,RORg inh,Tb PFK block,Rab9 promoter act
CCc1c(C)nc2cc(C)[nH]n2c1=O,4.4%,-1.8%,-2.6,-16.7%,8.1,-0.5%,-2.4%,2.6,-8.9%,4.7%,1.2%
O=C(CCCN1C(=O)c2cccc3cccc(c23)C1=O)N1CCc2ccccc2C1,?,4.3%,13.1,4.2%,-10.2,0.7%,-4.8%,1.0,27.6%,4.8%,-0.6%
CCCC(=O)Nc1ccc(Sc2ccc([N+](=O)[O-])cc2)cc1,-1.5%,?,-28.2,-7.1%,1.3,1.6%,-8.2%,-0.4,?,-2.5%,-2.4%
CCCNNC(=O)C(O)(c1cccc(C)c1)c1cccc(C)c1,-1.2%,-4.3%,-2.7,-1.7%,-14.4,3.7%,-1.8%,-0.4,?,0.4%,-2.5%
O=C(Nc1cccc(NC(=O)c2cccnc2)c1)c1ccccc1,?,2.6%,0.0,-2.8%,6.0,-2.3%,-7.5%,/,14.0%,3.1%,4.4%
Cc1ccc(S(=O)(=O)CCC(=O)OCC(=O)N2CCN(c3ccccc3)CC2)cc1,0.6%,/,-15.5,5.5%,-3.7,-1.8%,13.8%,/,/,1.4%,-2.6%
Cc1ccc(S(=O)(=O)c2c(C)nn(C(C)(C)C)c2OC(=O)c2cccs2)cc1,3.5%,-2.9%,10.8,-9.4%,-7.0,1.8%,-13.6%,-4.9,?,-0.5%,13.5%
CN(C)NC(=S)Nc1cccc(C(F)(F)F)c1,0.8%,5.62µM*,4.7,-1.3%,3.9,-1.0%,0.6%,8.4,1µM*,-14.1%,-0.6%
O=C(NC1(Cc2ccccc2)CCN(CCc2cccs2)C1=O)c1ccccc1 (centres undefined),-2.7%,/,28.1,13.5%,-1.1,0.2%,-4.2%,/,/,7.2%,-3.6%
CN(CC(=O)Nc1ccc(Cl)c(Cl)c1)C(=O)C1CCC1,/,/,-9.7,-4.3%,-17.5,/,-1.0%,/,/,-4.1%,/
Cc1csc(NC(=O)Cc2ccc(Br)cc2)n1,?,27.7%,6.2,2.6%,-7.0,13.0%,12.3%,0.4,?,4.4%,26.1%
CC(=O)c1cccc(S(=O)(=O)N2CCN(c3nc4cc(C)cc(C)c4cc3C#N)CC2)c1,1.5%,-5.4%,10.3,-0.8%,8.7,-4.1%,-8.8%,-0.4,19.0%,0.9%,-3.1%
O=S1(=O)CCO[C@H]2Cc3ccccc3[C@H]2N1Cc1cccc(F)c1,-1.9%,-5.9%,-4.3,-1.8%,-0.6,0.3%,-0.2%,2.1,5.8%,0.2%,-3.0%
COc1ccc(NC(=O)C2CCCN2C(=O)NC2CCCCC2)cc1OC (centres undefined),0.4%,-7.7%,3.1,-1.4%,-5.6,-2.8%,-0.6%,2.0,-1.2%,2.8%,0.1%
COc1cccc(N2CCN(C(=O)CCc3nnc4ccc(N5CCCC5)nn34)CC2)c1,0.3%,-13.5%,-9.5,-7.4%,5.0,-6.2%,-4.1%,3.0,16.2%,-1.5%,0.3%
Cc1ccsc1C(=O)OCC(=O)Nc1cccc(F)c1,-19.3%,/,-1.6,-11.0%,-2.4,7.3%,?,/,/,0.0%,19.3%
COc1ccc(Oc2nc3c(c(=O)n(C)c(=O)n3C)n2C)cc1,1.0%,-0.9%,17.0,11.0%,0.5,10.2%,-16.7%,-0.2,33.1%[1.91 µM],-2.5%,2.9%
CCCn1cnnc1CNC(=O)C1CCC(=O)N(CCc2cccc(F)c2)C1 (centres undefined),1.4%,0.4%,6.4,4.2%,-15.5,-2.7%,-4.2%,3.3,-28.1%,1.4%,-0.8%
O=[N+]([O-])c1ccc2c(c1)Nc1nc3ccccc3nc1N2,?,5.1%,-2.9,10.4%,5.3,0.0%,?,1.8,?,-2.9%,-2.1%
O=C(c1cccc(C(F)(F)F)c1)N1CCN(CCc2ccccc2)CC1,1.2%,-3.6%,-2.4,-1.6%,37.8[activator],2.0%,-2.1%,-2.0,-21.9%,0.4%,7.8%
Cc1ccc(CN2C(=O)S/C(=C\c3ccccc3OCC(=O)O)C2=O)cc1,?,9.2%,13.8,1.9%,-23.5,-2.8%,0.6%,6.7,1.6%,-8.6%,-1.7%
CCn1c(=O)c2ccccc2n(Cc2cccc(C)c2)c1=O,-1.2%,4.4%,-1.6,2.7%,27.1,-4.9%,1.1%,0.2,-5.4%,-1.1%,-5.1%
COC(=O)c1ccc2c(=O)n(CCN3CCOCC3)c(SCC(=O)Nc3ccccc3Cl)nc2c1,2.2%,-11.8%,0.9,1.4%,3.2,-1.0%,-6.0%,/,6.2%,-5.7%,0.2%
CC[C@@]1(c2ccccc2C)C(=O)N(C(=O)OC)N1C(=O)OC,-12.3%,-17.7%,22.5,11.7%,21.2,-1.0%,-2.4%,1.1,?,-5.7%,-0.2%
NNC(=O)CS(=O)(=O)c1ccc(Cl)cc1,2.2%,-8.6%,-16.2,16.2%,-1.7,1.2%,0.6%,2.1,-11.0%,-2.2%,-1.5%
CN(C)C(N)=NCCC[C@H](N)C(=O)O,/,/,0.4,5.1%,-9.1,3.6%[46.1 µM],/,/,/,/,-0.7%[46.1 µM]
CCCNc1nc(Nc2ccc(C)cc2)nc(N2CCCC2)n1,-4.8%,?,-35.2,-0.6%,4.5,-1.4%,-15.8%,0.4,?,-0.5%,-4.8%
COc1ccc(/C=N/N=C2/NC(=O)C(CC(=O)NC(N)=O)S2)cc1 (centres undefined),-15.9%,6.7%,5.1,-2.8%,-9.1,1.4%,2.7%,-2.7,-8.9%,0.2%,0.3%
CCOC(=O)c1cc(CC)sc1NC(=O)COc1ccc2c(C)cc(=O)oc2c1,5.4%,2.0%,-5.1,5.0%,8.2,1.6%,13.5%,0.0,-0.5%,-0.8%,0.9%
Cn1c(SCC(=O)NCCNC(=O)CSc2nnc(C(F)(F)F)n2C)nnc1C(F)(F)F,-0.7%,-5.1%,-2.1,1.0%,5.4,-0.4%,2.4%,-1.8,-4.2%,4.3%,-1.8%
Cc1ccc(N(C(C)C(=O)Nc2ccc(S(=O)(=O)N3CCOCC3)cc2)S(C)(=O)=O)cc1C (centres undefined),2.0%,-1.0%,15.2,-5.0%,4.8,-3.3%,-0.5%,1.8,39.0%,2.2%,-2.4%
C=CCc1cccc(CNc2nc3ccccc3n2CC)c1O,-6.0%,-14.4%,-6.6,1.3%,16.3,-8.2%,-6.7%,6.2,?,-3.7%,1.2%
CCOC(=O)C1CCN(C(=O)COc2ccc(S(=O)(=O)N3CCCC3)cc2C)CC1,0.4%,7.1%,-11.5,0.6%,-10.0,-0.5%,-6.6%,-4.5,16.6%,-2.8%,-3.1%
O=C(CCn1cnnn1)N1CCCC(Nc2ccc(F)c(F)c2)C1 (centres undefined),-0.5%,-0.1%,3.6,-34.1%,-6.9,1.6%,7.1%,/,-1.5%,0.1%,-1.9%
CCOc1ccccc1OCCOCCN1CC(C)OC(C)C1 (centres undefined),-0.2%,-8.1%,-3.2,1.9%,-0.4,-1.3%,-9.2%,0.6,-20.6%,0.0%,-1.0%
Cc1ccc(O)c(-c2cc(-c3cccc(Br)c3)n[nH]2)c1,12µM*,-17.4%,3.0,-2.8%,7.0,?,23.1µM*,-3.3,-2.1%,-6.9%,4.47µM*
c1coc(CNc2ncnc3[nH]ncc23)c1,-2.1%,-1.6%,-7.7,5.0%,17.4,-1.7%,0.2%,0.5,?,2.8%,-5.0%
O=C(O)c1cccc(S(=O)(=O)N2CCCC2)c1,-0.3%,2.7%,1.3,-14.7%,-9.3,6.1%,-3.1%,4.3,-11.5%,-2.9%,-2.3%
NC(N)=NS(=O)(=O)c1ccc(NC(=S)NC(=O)c2ccc3c(c2)OCO3)cc1,-0.2%,-7.6%,9.1,-28.2%,-13.7,-1.6%,-3.2%,1.2,3.6%,1.5%,0.0%
COc1ccc2nc(SCC(=O)N3CCCCCC3)c(C#N)cc2c1,?,-15.0%,-88.3*,-4.7%,3.5,19.3%,0.3%,-3.1,19.1%,-0.4%,27.1%
